# Assay outcomes as filed in PubChem.
# NTR1 ag: NTR1-driven beta-arrestin-GFP spot formation – imaging, U2OS cells, high content, primary screen (AID 493036); P30989; agonist mode; 0.17% of 330,000 active; activation, % at 20 µM;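 active = activation at or above 40% of the spot to cytoplasm intensity ratio, with at least 20 cells analyzed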;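 also: 0% = DMSO without peptide and 100% = 100 nM NTR1 peptide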
# Target sequence (P30989 whole entry, looked up): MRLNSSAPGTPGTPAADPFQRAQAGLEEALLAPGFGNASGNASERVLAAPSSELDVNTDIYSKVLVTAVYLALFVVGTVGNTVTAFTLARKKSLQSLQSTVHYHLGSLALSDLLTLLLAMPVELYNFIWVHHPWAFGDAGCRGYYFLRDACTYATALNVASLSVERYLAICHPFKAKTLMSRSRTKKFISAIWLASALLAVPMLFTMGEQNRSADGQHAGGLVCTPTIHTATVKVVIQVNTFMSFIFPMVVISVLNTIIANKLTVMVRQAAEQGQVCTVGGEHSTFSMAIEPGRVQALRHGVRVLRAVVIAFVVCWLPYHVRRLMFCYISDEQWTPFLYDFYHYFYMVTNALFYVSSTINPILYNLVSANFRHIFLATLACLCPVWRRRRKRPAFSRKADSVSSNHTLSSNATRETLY
# NTR1 ag cell count 20 µM: recorded beside NTR1 ag, whose call it bears; cell count; measured here: cell count, cytotoxicity flag
# * = called active by the depositor. A portion of the library (hit frequency here may not be typical).
# Sample of the layout:
# Under each structure: NTR1 ag	NTR1 ag cell count 20 µM
Cc1cc(CNC(=O)c2cccc3c2C(=O)c2ccc(-c4ccc(F)cc4OCc4ccccc4)cc2S3(=O)=O)c(C(F)(F)F)o1
  -2.2	92
CCOC(=O)c1nn(-c2ccc(C)cc2)c(=O)cc1OCC(=O)Nc1cccc(C)c1
  6.5	68
CCOC(=O)c1c(NC(=O)COC(=O)c2cnccn2)sc(C)c1C
  0.4	49
COc1ccc([C@@H]2CC=C(C(=O)O)[C@H](c3ccc(Cl)cc3)N2S(=O)(=O)c2ccccc2C)cc1
  4.1	97

# This part in full, from the start:
# Under each structure: NTR1 ag	NTR1 ag cell count 20 µM
Cc1cc(CNC(=O)c2cccc3c2C(=O)c2ccc(-c4ccc(F)cc4OCc4ccccc4)cc2S3(=O)=O)c(C(F)(F)F)o1
  -2.2	92
CCOC(=O)c1nn(-c2ccc(C)cc2)c(=O)cc1OCC(=O)Nc1cccc(C)c1
  6.5	68
CCOC(=O)c1c(NC(=O)COC(=O)c2cnccn2)sc(C)c1C
  0.4	49
COc1ccc([C@@H]2CC=C(C(=O)O)[C@H](c3ccc(Cl)cc3)N2S(=O)(=O)c2ccccc2C)cc1
  4.1	97
C=C[C@@H]1c2cc(C)ccc2N(S(=O)(=O)c2ccc(C)cc2)[C@H](c2ccccc2)C1(C#N)C#N
  -1.1	69
C[C@H](CO)N1C[C@H](C)[C@@H](CN(C)CC2CC2)Oc2c(NS(=O)(=O)c3ccccc3)cccc2C1=O
  0.8	53
COC(=O)c1c(C)[nH]c(C(=O)COC(=O)CCNS(=O)(=O)c2cccc(C(F)(F)F)c2)c1C
  8.0	53
O=C(Cn1[nH]c(=O)c2ccccc2c1=O)NCCN1C(=O)S/C(=C\c2ccccc2)C1=O
  5.4	66
CCOC(=O)c1c(C)[nH]c(C(=O)OCC(=O)N2CCCC2=O)c1C
  -0.9	59
CCOC(=O)[C@@H]1[C@H]2COc3cc(OC)ccc3[C@H]2N2C(=O)N(c3ccc(Br)cc3)C(=O)[C@]12C
  0.6	63
CCN(CC(=O)Nc1ccccc1C(F)(F)F)C(=O)COc1cccc2c1OC(C)(C)C2
  0.6	98
CC(C)(C)OC(=O)C[C@H]1C/C=C\C[C@@H](CC(=O)N(CCO)Cc2ccccc2)C(=O)NCCOC1=O
  -1.9	47
O=C(COc1ccccc1Br)Nc1ccc(S(=O)(=O)N2CCCC2)cc1
  1.0	86
CCCCOc1ccc(C(=O)NCC(=O)NC2CCC(C)CC2)cc1 (stereo unspecified)
  0.8	60
C[C@H]1CN=C(N(C)C)N1CCC1CCCC1
  -2.4	82
Nc1ncnc2c1ncn2[C@@H]1O[C@H](CNCc2c(OCc3ccccc3F)ccc3ccccc23)[C@@H](O)[C@H]1O
  -1.1	49
CCCCN(C(=O)C1=NN(c2ccccc2)C(=O)CC1)c1c(N)n(CCC)c(=O)[nH]c1=O
  0.3	46
O=C(COc1ccc(Cl)cc1Cl)Nc1ccc(-c2ccc(N3CCOCC3)nn2)cc1
  0.2	76
COc1ccccc1NC(=O)c1ccc(NC(=O)c2ccc(=O)[nH]c2)cc1
  2.2	53
Cc1ccc(NC(=O)C2CCN(C(=O)OC(C)(C)C)CC2)cc1S(=O)(=O)N1CCCCC1
  3.4	64
CCOC(=O)[C@H]1[C@H]2COc3cc(OC)ccc3[C@@H]2N2C(=O)CN(Cc3ccc(Cl)cc3)C(=O)[C@@]12C
  0.6	59
COc1cc2c(cc1OC)C(c1ccc(Br)cc1)NCC2 (stereo unspecified)
  -1.0	39
Nc1cc(S(=O)(=O)N2CCOCC2)ccc1Oc1cccc(Br)c1
  3.8	56
Cc1cc(Cl)cc(C)c1OCC(=O)NC1CCCCCC1
  1.2	43
CC(C)(C)NC(=O)C(c1ccco1)N(C(=O)Cn1nnc(-c2ccc(F)cc2)n1)c1ccccc1 (stereo unspecified)
  1.8	62
Cc1cc(Cl)ccc1OCC(=O)OCC(=O)N(CC(C)C)c1c(N)n(Cc2ccccc2)c(=O)[nH]c1=O
  0.5	59
CCOc1cccc2sc(N3CCN(C(=O)c4ccc5ncsc5c4)CC3)nc12
  4.1	51
CC(C)CC1NC(=O)c2cc(Cl)ccc2-n2c1nc1cc(F)ccc1c2=O (stereo unspecified)
  0.6	70
CN(c1ccccc1)S(=O)(=O)c1ccc(C(=O)NNC(=O)c2ccccc2F)cc1
  2.3	57
CN(Cc1ccccc1)C(=O)C1CCCN1S(=O)(=O)c1ccc(Cl)cc1 (stereo unspecified)
  -1.3	51

# Additional records.
# Under each structure: NTR1 ag	NTR1 ag cell count 20 µM
CN(c1ccccc1)S(=O)(=O)c1ccc(C(=O)NCc2ccccc2CN2CCCC2)cc1
  0.1	53
COc1ccc(NC(=O)CN2CCCCC2)cc1S(=O)(=O)N1CCCCC1
  -1.0	57
CCOc1ccc(Br)cc1S(=O)(=O)Nc1ccc(S(=O)(=O)Nc2cc(C)on2)cc1
  2.9	60
O=S(=O)(NCCC1=CCCCC1)c1cccc(Br)c1
  4.6	67
Cc1noc(C)c1C(=O)Nc1cccc(S(=O)(=O)N2CCOCC2)c1
  0.5	56
CCOc1ccc(S(=O)(=O)Nc2ccccc2C(=O)N(C)C2CCN(C)CC2)cc1
  -0.7	68
COC(=O)c1ccc(NC(=O)CSc2nnc(-c3cccnc3)o2)cc1
  -1.2	81
COc1ccc(NS(=O)(=O)c2cccc(NC(=O)COc3ccccc3[N+](=O)[O-])c2)cc1
  12	63
O=C(OCC(=O)N1CCCc2ccccc21)c1ccc(F)c(S(=O)(=O)N2CCOCC2)c1
  0.9	65
CC(=O)[C@@]1(O)CCC2C3CC[C@H]4C[C@@H](O)CC[C@]4(C)C3CC[C@@]21C (stereo partly specified)
  0.2	69
CC(C)(C)OC(=O)C[C@H]1C/C=C\C[C@H](CC(=O)N[C@H](CO)Cc2ccccc2)C(=O)N[C@@H](Cc2ccccc2)COC1=O
  3.0	59
Cc1noc(C)c1S(=O)(=O)NCc1ccc(CN(C)C)cc1
  0.9	64
C[C@@]12C(=O)NCC(=O)N1[C@@H]1c3cc(Br)ccc3OC[C@@H]1[C@@H]2c1ccccc1
  0.8	58
O=C(/C=C/c1ccc([N+](=O)[O-])cc1)Nc1cccc(S(=O)(=O)NC2=NCCCCC2)c1
  2.7	47
O=C(NCCc1ccccc1)C1CC(=O)N(c2ccc3c(c2)OCCO3)C1 (stereo unspecified)
  1.0	54
CCOC(=O)c1[nH]cnc1C(=O)NC1CCN(C(=O)OC(C)(C)C)CC1
  -1.4	47
CC[C@]12c3[nH]c4cc(CCC(=O)N(C)C)ccc4c3CCN1C(=O)[C@@H](CC(=O)NCc1ccco1)C[C@@H]2C(=O)N1CCN(C(=O)C2CC2)CC1
  -0.5	52
Nc1nc(-c2ccc(S(=O)(=O)N3CCCCC3)cc2)cs1
  -1.6	60
CCOc1cc(-c2sc(Nc3ccc(CC)cc3)n[n+]2-c2ccccc2)ccc1OC
  18	82
CC(=O)c1c(C)[nH]c(C(=O)CN2CCN(S(=O)(=O)c3ccccc3[N+](=O)[O-])CC2)c1C
  0.0	39
Cc1ccc(C(=O)N2CC(C)OC(C)C2)cc1S(=O)(=O)N1CCCCC1 (stereo unspecified)
  -2.8	81
Cc1cc(C)n2nc(C(=O)OCC(=O)c3ccccc3)nc2n1
  3.6	57
O=C(Nc1cccc2cccnc12)c1ccccc1Br
  4.9	55
CN(C)S(=O)(=O)c1cccc(NC(=O)COc2ccc(S(=O)(=O)N3CCOCC3)cc2Cl)c1
  0.9	57
O=C(COC(=O)c1nc(Cl)ccc1Cl)NC1CCCCCC1
  0.9	66
CSCC[C@@H](C(=O)NCCCCCCCCCCC(=O)N1CCNCC1)n1cc(CCO)nn1
  1.2	81
CN(C)C(=O)CSc1ccc(S(=O)(=O)N2CCCC2)cn1
  0.0	56
CCCCN(C(=O)c1cc(-c2ccco2)nc2ccccc12)c1c(N)n(CCC)c(=O)[nH]c1=O
  -0.9	67
CC(=O)c1ccc(OCC(=O)NC2CCCCCC2)cc1
  -1.7	90
CC(N)C(=O)NC(C(=O)N1CCCC1C(=O)NC(c1ccccc1)c1ccccc1)C(C)C (stereo unspecified)
  -1.8	47

# (further entries)
# Under each structure: NTR1 ag	NTR1 ag cell count 20 µM
COc1ccc(S(=O)(=O)Nc2ccc3c(c2)C(=O)N([C@@H](C)CO)C[C@H](C)[C@H](CN(C)S(=O)(=O)c2ccc(F)cc2)O3)cc1
  4.4	54
NS(=O)(=O)c1ccc(N2CCOCC2)c(C(=O)NCCCSc2ccccc2)c1
  4.0	50
Nn1c(SCC(=O)NCCC2=CCCCC2)nnc1-c1cccnc1
  0.2	64
CN(CC(=O)Nc1cccc(F)c1)C(=O)c1ccc(S(=O)(=O)N2CCCC2)cc1
  1.0	49
CCN(C(=O)COC(=O)c1ccc(C)c(S(=O)(=O)N2CCOCC2)c1)C1CCS(=O)(=O)C1 (stereo unspecified)
  0.9	69
COc1cc(NC(=O)CCc2c(C)noc2C)c(Cl)cc1C(=O)O
  4.4	60
Cc1cc(Nc2ccc(O)cc2)ccc1N
  -0.4	57
COCCCn1c(SC(C)C(=O)Nc2c(C)n(C)n(-c3ccccc3)c2=O)n[nH]c1=O (stereo unspecified)
  1.6	53
CCOc1ccc(NC(=O)CN(C)C(=O)C2CC2C)cc1OCC (stereo unspecified)
  0.0	67
COc1ccc(S(=O)(=O)Nc2ccc3c(c2)C(=O)N([C@H](C)CO)C[C@H](C)[C@@H](CN(C)S(C)(=O)=O)O3)cc1
  5.3	58
CC(C)CC1NC(=O)N(CC(=O)N(C)C2CCCCC2)C1=O (stereo unspecified)
  1.3	53
COc1ccc2[nH]c3c(c2c1)CCN1C(=O)C(CC(=O)NCCCn2ccnc2)C[C@H](C(=O)N(C(C)C)C(C)C)[C@@]31C (stereo partly specified)
  -0.1	61
O=C(CN1c2cccc3cccc(c23)S1(=O)=O)N1CCCCC1
  5.5	68
COc1ccc(NC(=O)CN(C)S(=O)(=O)c2ccc(Cl)cc2)cn1
  -2.7	42
CN(C)C(=O)CCc1ccc2c3c([nH]c2c1)[C@]1(C)[C@@H](C(=O)N2CCCCC2)C[C@H](CC(=O)NCCN2CCOCC2)C(=O)N1CC3
  0.8	45
CC1=CN(S(=O)(=O)c2ccc(C)cc2)C[C@@H]2[C@H]3CC[C@H](C3)[C@H]12
  2.2	66
Cc1cccc(C2=NN(c3ccccc3)[C@@H](C(=O)N3CCOC3=O)[C@@H]2c2ccc(F)cc2)c1
  12	57
C[C@@H]1CN([C@@H](C)CO)C(=O)c2cc(NS(=O)(=O)c3cccs3)ccc2O[C@H]1CN(C)Cc1ccc(C(F)(F)F)cc1
  1.7	50
COC(=O)[C@H](CCSC)NC(=O)Cn1ccc(NC(=O)OCc2ccccc2)nc1=O
  0.4	70
O=C(OCc1c(-c2ccccc2)ncc2ccccc12)c1ccccc1C(F)(F)F
  3.5	50
O=S(=O)(c1cc(F)ccc1F)N1CCC2(CC1)OCCN2S(=O)(=O)c1ccccc1
  1.0	59
CCOC(=O)c1c(C)[nH]c(C(=O)OCC(=O)Nc2sccc2C(N)=O)c1C
  44*	57*
c1cncc(CNc2ncnc3ccc(-c4ccc5c(c4)OCO5)cc23)c1
  0.0	57
CC1(NC(=O)CCc2ccccc2)CCN(CCCc2ccccc2)C1=O (stereo unspecified)
  0.1	74
CC[C@@]12C(=O)N(c3cccc(Cl)c3)C(=O)N1[C@H](c1cccc(C)c1)[C@@H]1C(=O)N(Cc3ccccc3)C(=O)[C@@H]12
  17	108
COc1ccc(Cl)cc1NC(=S)NC(=O)c1ccco1
  0.8	65
CCCCn1c(N)c(N(CCC(C)C)C(=O)COC(=O)c2cccnc2OCC)c(=O)[nH]c1=O
  -0.4	57
CC(OC(=O)C1CC2CCCC(C1)C2=O)C(=O)Nc1cccc([N+](=O)[O-])c1 (stereo unspecified)
  -0.6	50
CC[C@@]12C(=O)N(c3ccc(C)cc3)C(=O)N1[C@H](c1cccc(C)c1)[C@@H]1C(=O)N(Cc3ccccc3)C(=O)[C@@H]12
  1.4	90
NS(=O)(=O)c1ccc(CNC(=O)c2cccc(S(=O)(=O)N3CCc4ccccc43)c2)cc1
  3.7	46

# As entered above.
# `CC[C@@]12C(=O)N(c3cccc(Cl)c3)C(=O)N1[C@H](c1cccc(C)c1)[C@@H]1C(=O)N(Cc3ccccc3)C(=O)[C@@H]12` – NTR1 ag cell count 20 µM: 108
# `CN(C)S(=O)(=O)c1cccc(NC(=O)COc2ccc(S(=O)(=O)N3CCOCC3)cc2Cl)c1` – NTR1 ag cell count 20 µM: 57
# `Cc1ccc(C(=O)N2CC(C)OC(C)C2)cc1S(=O)(=O)N1CCCCC1` (stereo unspecified) – NTR1 ag: -2.8
# `COc1ccc(NC(=O)CN2CCCCC2)cc1S(=O)(=O)N1CCCCC1` – NTR1 ag: -1.0
# `CCOC(=O)[C@H]1[C@H]2COc3cc(OC)ccc3[C@@H]2N2C(=O)CN(Cc3ccc(Cl)cc3)C(=O)[C@@]12C` – NTR1 ag: 0.6
# `CC1=CN(S(=O)(=O)c2ccc(C)cc2)C[C@@H]2[C@H]3CC[C@H](C3)[C@H]12` – NTR1 ag cell count 20 µM: 66
# `O=C(COc1ccccc1Br)Nc1ccc(S(=O)(=O)N2CCCC2)cc1` – NTR1 ag: 1.0

# (further entries)
# Under each structure: NTR1 ag	NTR1 ag cell count 20 µM
CON(C)C(=O)CCN(C(=O)OC(C)(C)C)c1ccccc1
  0.8	72
CCCCCN(C(=O)COC(=O)CSc1ccc([N+](=O)[O-])cc1)c1c(N)n(CCCC)c(=O)[nH]c1=O
  0.8	67
Cc1cc(O)c(Sc2ccc(Cl)cc2)c(=O)[nH]1
  -0.3	54
Cc1ccc(S(=O)(=O)N2CCOCC2)cc1C(=O)OCC(=O)c1ccc[nH]1
  -1.5	50
CC1CCc2c(sc(NC(=O)CSc3nc(N)cc(=O)[nH]3)c2C(N)=O)C1 (stereo unspecified)
  -0.5	55
C=CCn1c(SCC(=O)Nc2cc(C)on2)nnc1-c1ccccc1OC
  -1.5	67
COCCn1c(SCC(=O)NCCCN2CCCC2=O)nc2ccccc2c1=O
  -2.0	48
CN(Cc1nc(-c2ccccc2)no1)C(=O)c1ccc2c(c1)OCO2
  -0.6	63
CCCC(C(=O)Nc1ccc(S(=O)(=O)N2CCCC2)cc1)c1ccccc1 (stereo unspecified)
  3.9	61
CCc1ccccc1NC(=O)CNC(=O)c1n[nH]c(=O)c2ccccc12
  0.1	57
